Polio RdRp inh: poliovirus RNA polymerase inhibition. poliovirus polymerase elongation, fluorescence polarization; hits give low values. % elongation, % (compound at 16.7 µg/mL). hit rate 0.66% among 150,000. AID 588519; in the data active = % elongation below about 90%; note: some results filed as inactive read as strong as hits
Target sequence (P03300 1749-2209 limits assumed): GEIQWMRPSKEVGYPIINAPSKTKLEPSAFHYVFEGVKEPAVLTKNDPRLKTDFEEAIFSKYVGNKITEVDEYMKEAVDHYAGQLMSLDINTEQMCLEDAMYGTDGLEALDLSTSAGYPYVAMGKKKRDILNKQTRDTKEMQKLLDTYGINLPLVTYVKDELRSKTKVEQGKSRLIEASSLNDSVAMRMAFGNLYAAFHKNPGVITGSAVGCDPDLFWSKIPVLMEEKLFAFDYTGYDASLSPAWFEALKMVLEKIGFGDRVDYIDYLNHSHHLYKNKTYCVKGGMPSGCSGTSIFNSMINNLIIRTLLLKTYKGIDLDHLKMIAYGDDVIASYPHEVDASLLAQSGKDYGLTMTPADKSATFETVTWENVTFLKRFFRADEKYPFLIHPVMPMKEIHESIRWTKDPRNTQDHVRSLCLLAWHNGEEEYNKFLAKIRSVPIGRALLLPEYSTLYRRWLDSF
Polio RdRp inh FP z-score: further read-out of Polio RdRp inh, marked with its call; z-score; measured here: FP z-score; hits read low
* hit, by the source's call; & = joins results of further samples.

SMILES	Polio RdRp inh	Polio RdRp inh FP z-score
O=C(Nc1ccc(OC(F)(F)F)cc1)C1CCCN(S(=O)(=O)c2cccc3nonc23)C1 (stereo not drawn)	110	1
Cc1ccccc1Nc1nn2c(=O)c3ccc(C(=O)NCc4ccccc4Cl)cc3nc2s1	104	0.5
CCOc1cc(/C=N\NC(=O)OC)ccc1OC(=O)c1ccco1	104	0.5
Cc1ccc(N2CCN(C(=O)C3CCN(c4ncnc5c4nc4n5CCCCC4)CC3)CC2)c(C)c1	109	0.7
COC(=O)C1=C(CN2CCCCC2)NC(=O)NC1c1ccccc1C (stereo not drawn)	105	1.1
COc1ccc(CCNC(=O)Cn2nnc(-c3ccc(C(F)(F)F)cc3)n2)cc1OC	107	0.6
COC(=O)[C@@H](NC(=O)c1ccc(Cl)cc1Cl)C(C)C	108	0.6
O=C1COc2cc(S(=O)(=O)CCC(=O)N3CCN(c4ccccc4F)CC3)c(Cl)cc2N1	104	-0.5
O=C(O)c1nc(Cl)c(Cl)c(Cl)c1Cl	100	-0.4
CS(=O)(=O)Nc1ccc(C(=O)NCc2ccccc2)cc1	104	0.7
CC(C)CCNC(=O)c1cc(-c2ccco2)nc2ccccc12	102	0.2
CCOC(=O)NNc1nc2ccccc2n1Cc1ccccc1	99	-0.8
CCN(CC(=O)Nc1ccc(NC(C)=O)cc1)CC(=O)Nc1ccc(S(=O)(=O)N(C)C)cc1	99	-0.6
COc1ccc(CC(=O)O/N=C(\N)c2ccccc2)cc1	103	0.8
C(=N\N1CCOCC1)/c1nc(-c2ccccc2)n2ccccc12	106	0.3

Copied from the list:
For Polio RdRp inh, Cc1ccccc1Nc1nn2c(=O)c3ccc(C(=O)NCc4ccccc4Cl)cc3nc2s1 is entered as 104
For Polio RdRp inh FP z-score, CCOC(=O)NNc1nc2ccccc2n1Cc1ccccc1 is entered as -0.8
For Polio RdRp inh, C(=N\N1CCOCC1)/c1nc(-c2ccccc2)n2ccccc12 is entered as 106

(next part)
SMILES	Polio RdRp inh	Polio RdRp inh FP z-score
CCC(c1nc2ccccc2c(=O)n1-c1ccccn1)N1C(=O)c2ccccc2C1=O (stereo not drawn)	101	-0.3
Cc1ccc2c(c1C)NC(=O)CC2c1ccc(Cl)cc1Cl (stereo not drawn)	102	-1
Cc1ccc(-n2ncc3c(N(CC(C)C)CC(C)C)ncnc32)c(C)c1	100	-1.4
CSc1ncc(C(=O)NCc2ccccc2F)c(-c2ccccc2)n1	102	-1
S=C(NCCCN1CCOCC1)N(Cc1ccccc1)Cc1ccccc1	102	0.1
COc1cccc(/C=N/NC(=O)c2ccccc2O)c1	102	0
CCOc1ccc(CNC(=O)C2CCCN(c3nn4cc(-c5ccc(OC)cc5)nc4s3)C2)cc1 (stereo not drawn)	102	-1.3
NNC(=O)CNC(=O)c1ccco1	104	0.7
CC(C)NS(=O)(=O)c1ccc2nc(NC(=O)c3cccnc3)sc2c1	100	-0.3
O=C(CCCN1CCC(O)(c2ccc(Cl)cc2)CC1)c1ccc(F)cc1	97&98	-0.8&-0.7
CC1(C)C(c2ccccc2)=[N+]([O-])C2(CCCCC2=NNC(N)=O)N1O (stereo not drawn)	102	0
COc1ccc(Oc2nc3c(c(=O)n(Cc4ccc(Br)cc4)c(=O)n3C)n2C)cc1	108	0.5
CC1CCC(Nc2nnnn2-c2ccccc2)CC1 (stereo not drawn)	104	0.7
Cc1ccc(NS(=O)(=O)c2ccc3c(c2)NC(=O)CCS3)c(Br)c1	112	0.8
COC(=O)c1ccc(-c2ccco2)n1CC(=O)N1CCc2ccccc2C1	101	-0.5
CC(C)(C)C(=O)CSc1nnc2sc3ccccc3n12	101	-0.4
CCOC(=O)c1cc(C)n(CC2CCC(C(=O)Nc3ccc(C(=O)OC)cc3)CC2)c1C (stereo not drawn)	107	-0.1
O=C(c1ccco1)N1CCN(C(=O)c2cccc3c2C(=O)N(Cc2cccnc2)C3)CC1	98	-0.9
CCOc1ccccc1NC(=O)COC(=O)Cc1c(Cl)cccc1Cl	103	0.8
Cc1[nH]c(=S)n(CC(C)C)c1C	113	1.2
CN(C)S(=O)(=O)c1cccc(C(=O)Nc2ccccc2)c1	105	1.2
CCOC(=O)C1=C(CN(C)Cc2ccccc2)NC(=O)NC1c1ccc(OC)cc1 (stereo not drawn)	111	0.9
COc1ccc(CNC(=O)c2cccs2)cc1	100	0.1
Cc1cccc(CNC(=O)CN2C(=O)CSc3c2c(C)nn3-c2ccccc2)c1	109	0.6
CCN(C(=O)c1cc2c(=O)n3cccc(C)c3nc2s1)c1ccc(OC)cc1	102	0.3
CCc1ccc(CNC(=O)c2nn(-c3ccc(C)cc3)c(=O)c3c2c2ccccc2n3C)cc1	99	-0.7
N#C/C(=C/c1ccc(-c2cccc(C(F)(F)F)c2)o1)C(=O)N1CCOCC1	100	-0.1
O=C(CCCn1nc(-c2ccccc2)c2ccccc21)N1CCc2ccccc21	102	-0.6
CSc1ccc(-c2ccc(C(=O)O)c(Cl)n2)cc1	105	0.9
Cc1nnc(NNC(=O)c2ccc(C#N)cc2)[nH]c1=O	100	-0.1
O=C1c2ccncc2C(=O)N1Cc1ccccc1	101	0.3
COc1cccc(CNc2ncnc3onc(C)c23)c1	103	-0.6
CCc1cccc(C)c1NC(=O)CN1CCCN(Cc2ccccc2Cl)S1(=O)=O	104	-0.3
Cc1onc(-c2ccccc2)c1C(=O)NC1CCOc2ccccc21 (stereo not drawn)	105	0.3
CC(C)NS(=O)(=O)c1cccc(C(=O)O)c1	99	-0.3
CCC(C)c1ccc(NC(=S)NC(=O)c2ccco2)cc1 (stereo not drawn)	101	-0.2
CCn1c(=O)c2cc(C(=O)Nc3cc(C)c(Cl)cc3OC)sc2c2ccccc21	107	0.4
CC(=O)N1N=C(c2ccccc2)OC1(C)CC(=O)Nc1ccccc1 (stereo not drawn)	102	0.1
O=C(c1cccc(Br)c1)N(C(=O)c1cccc(Br)c1)c1ncccn1	100	-0.3
COc1ccc(NC(=O)Cn2c(=O)n(-c3ccc(Cl)cc3)c(=O)c3c(C)c(C(=O)N(C)C)sc32)cc1Cl	104	-0.5
CCCCCCc1nc(SCN2C(=O)c3ccccc3C2=O)c2c(=O)n(C)c(=O)n(CCC)c2n1	105	0.3
CCOC(=O)Cc1ccc(NC(=O)Nc2nnc(N3CCCCC3C)s2)cc1 (stereo not drawn)	112	0.9
COc1cc(OC)cc(C(=O)Oc2c(Sc3ccccc3)c(C)nn2C(C)(C)C)c1	96	-2.9
O=C(COCC(=O)N1CCc2ccccc21)N1CCc2ccccc21	102	0.3
O=C(CSc1nc2c(c(=O)[nH]1)CCC2)N1CCCCCC1	101	-0.5
Nn1c(Cc2cccc3ccccc23)nnc1SCC(=O)N1CCCC1=O	103	0.1
C=CCSC1=C(C#N)C(c2ccccc2OC)C(C#N)C(=O)N1 (stereo not drawn)	104	0.9
C[S+](C)c1ccccc1	102	0.1
CC(NCc1cn(Cc2ccccc2)nc1-c1cccnc1)c1ccc(-n2ccnc2)cc1 (stereo not drawn)	94	-1
Cc1cc(CO)cc(C)c1Br	100	-0.6
CNc1c(NS(=O)(=O)c2ccc(Cl)cc2)c(=O)oc2ccccc12	103	0.2
CCOc1ccccc1N(CC)C(=O)c1cc2c(=O)n(CC)c3ccccc3c2s1	102	-0.1
COc1ccc(CNC(=O)C2CC(=O)N=C(N)S2)cc1 (stereo not drawn)	102	0.2
CCc1cccc(NC(=O)CSc2nccn2C)c1	106	0.4
CCOc1cc(C2Nc3ccccc3-c3nnc(SCc4ccccc4)nc3O2)ccc1OC (stereo not drawn)	104	-0.4
CCn1c(SCC(N)=O)nc2ccccc21	104	0.9
O=C1C(Cc2ccccc2)N=C(N2CCN(c3ccc(Cl)cc3)CC2)N1c1ccccc1 (stereo not drawn)	103	0.7
CSc1sc(C(=O)/C=C/N(C)C)c(-c2cccs2)c1C#N	102	0.1
Cc1cccc(N2CCN(C(=O)CN3C(=O)COc4ccc(S(=O)(=O)N5CCC(C)CC5)cc43)CC2)c1C	101	-1.1
COC(=O)c1ccccc1NC(=O)CNCCc1ccc(OC)c(OC)c1	98	-0.6
Following part:
SMILES	Polio RdRp inh	Polio RdRp inh FP z-score
CCC(CC)C(=O)Nc1cccc(I)c1	98	-0.6
COc1ccc(C)cc1NC(=O)c1ccc2c(c1)nnn2C1CCCC1	102	-1
CCc1ccc(C2C(C(=O)OC)=CNC=C2C(=O)OC)cc1	107	0.4
COc1ccc(CCN(Cc2nc3ccccc3c(=O)[nH]2)C(=O)C(C)C)cc1	102	0.2
COc1ccccc1Oc1c(F)c(F)nc(N2CCCCC2)c1F	102	0.1
c1ccc(CNC2=NCCCCC2)cc1	103	0.8
CCCC(=O)n1c(=O)oc2cc(Br)ccc21	99	-0.4
CCOC(=O)NC(=O)Cn1nnc(-c2ccccc2C)n1	102	0
CCC1COC(c2cccn2Cc2ccc(F)cc2Cl)=N1 (stereo not drawn)	105	1.3
Cc1ccc(CNC(=O)c2nc3c(nnn3Cc3ccco3)c(=O)[nH]2)cc1	101	0
CNC(=O)c1nc(-c2ccccc2)oc1C	102	0
Cc1cc(C)n2nc(SCc3ccc(Cl)cc3)nc2n1	103	0.4
CCCCNC(=O)c1ccc(NS(=O)(=O)CC)cc1	100	-0.7
CCn1c(=O)c2cc(C(=O)N3CCN(c4cccc(Cl)c4)CC3)sc2c2ccccc21	108	0.5
Clc1ccc2nc(N3CCCC3)sc2c1	102	0.3

A second format for part of the listing above:
structure | Polio RdRp inh | Polio RdRp inh FP z-score
CCn1c(=O)c2cc(C(=O)N3CCN(c4cccc(Cl)c4)CC3)sc2c2ccccc21 | 108 | 0.5
COc1ccccc1Oc1c(F)c(F)nc(N2CCCCC2)c1F | 102 | 0.1
CCCC(=O)n1c(=O)oc2cc(Br)ccc21 | 99 | -0.4
CNC(=O)c1nc(-c2ccccc2)oc1C | 102 | 0
Clc1ccc2nc(N3CCCC3)sc2c1 | 102 | 0.3
CCOC(=O)NC(=O)Cn1nnc(-c2ccccc2C)n1 | 102 | 0

Four entries picked at random from those above:
SMILES	Polio RdRp inh	Polio RdRp inh FP z-score
c1ccc(CNC2=NCCCCC2)cc1	103	0.8
COc1ccccc1Oc1c(F)c(F)nc(N2CCCCC2)c1F	102	0.1
CCCCNC(=O)c1ccc(NS(=O)(=O)CC)cc1	100	-0.7
CCC(CC)C(=O)Nc1cccc(I)c1	98	-0.6

New compounds follow
SMILES	Polio RdRp inh	Polio RdRp inh FP z-score
O=C(CSc1nc2c(sc3ccccc32)c(=O)n1Cc1ccccc1)NCCC1=CCCCC1	101	-0.1
CC(CC(=O)c1cccs1)CC(=O)c1cccs1	102	0.5
CC1CCN(C(=O)c2ccc3c(c2)C(=O)N(CCC2=CCCCC2)C3=O)CC1	100	-0.8
CCCCN1Cc2c(n(CC(=O)c3ccc(OC)cc3)c3cc(-c4ccccc4)nn3c2=O)C1=O	105	0
O=C1COc2cc(S(=O)(=O)CCC(=O)N3CCCCC3)c(Cl)cc2N1	101	-0.6
CC(=O)Nc1ccc(Nc2cc(C(F)(F)F)nc3ncnn23)cc1	102	0.3
O=c1ccc(-c2ccccc2)nn1Cc1ccncc1	103	0.1
CCOC(=O)c1cccc(NC(=O)c2cc3c(=O)n(C)c4ccccc4c3n2C)c1	106	0.3
CSC(=S)N(C)c1ccccn1	98	-0.9
Nc1ncc(C(O)(C(F)(F)F)C(F)(F)F)s1	98	-0.1
Cc1ccc(C)c(CNC(=O)C2CCN(c3nc4ccccc4nc3C(F)(F)F)CC2)c1	108	0.1
O=C(Nc1ccccc1F)C1CCCC1	101	-0.1
O=C1CSC(=Nc2ccccc2)N1Cc1ccccc1	100	-0.5
CC(OC(=O)/C=C/c1ccc(Br)o1)C(=O)Nc1ccc2c(c1)OCO2 (stereo not drawn)	118	2.1
N#Cc1ccc(COC(=O)c2ccccc2-c2ncc(-c3ccccc3)o2)cc1	106	0.4

3 structures out of the list, sorted by count of non-hydrogen atoms, ascending.
SMILES	Polio RdRp inh	Polio RdRp inh FP z-score
O=C(O)c1nc(Cl)c(Cl)c(Cl)c1Cl	100	-0.4
CC(NCc1cn(Cc2ccccc2)nc1-c1cccnc1)c1ccc(-n2ccnc2)cc1 (stereo not drawn)	94	-1
CCCCCCc1nc(SCN2C(=O)c3ccccc3C2=O)c2c(=O)n(C)c(=O)n(CCC)c2n1	105	0.3

New compounds follow.
SMILES	Polio RdRp inh	Polio RdRp inh FP z-score
CC12CCCCC1CCC2NCCCCCCN1C(=O)C=CC1=O (stereo not drawn) (tested in a mixture with another compound)	101&99	0.2&0.1
CCN(Cc1ccccc1)C(=O)c1cc2c(=O)[nH]c3ccc(C)cc3c2s1	107	0.9
Cc1cccc(NC(=O)c2cc(S(=O)(=O)N3CCCCC3)c[nH]2)c1C	112	1.2
C=C(C)C(=O)Nc1ccc(O)cc1C(=O)O	105	0.2
CCN(CC(=O)Nc1ccc(OC)cc1)C(=O)Cc1cccs1	105	0.3
CCOc1ccc(CNC(=O)c2cnc3sc(N4CCOCC4)nn3c2=O)cc1	108	0.2
COc1cc2c(cc1OC)C(c1cccs1)N(C(=O)C1CC1)CC2 (stereo not drawn)	103	0.1
Cc1ccc(C(=O)N2CCN(c3ncnc4c3cnn4-c3ccccc3)CC2)cc1	99	-0.5
Cc1cccc(-c2noc(CNC(=O)C(C)(C)Oc3ccc(Cl)cc3)n2)c1	103	-0.5
CN1CCN(CCNC(=O)c2ccc(-n3ccc4ccccc43)s2)CC1	99	-0.7
Cc1ccc2oc(=O)c3cnn(CC(=O)N4CCc5ccccc5C4)c3c2c1	102	0.3
COC(=O)/C=C1/N/C(=N\c2nc(C)cc(C)n2)N(c2ccc(C)c(C)c2)C1=O	102	0.5
COC(=O)c1ccc(-c2ccco2)n1CC(=O)NC1CCCC1	104	0.9
COc1ccc(NCc2cc3ccc(OC)cc3n(CC(=O)Nc3cccc(OC)c3)c2=O)cc1	100	-0.9
COc1ccc(C(=O)Nc2ccccc2-c2nc3ccccc3s2)c(OC)c1	99	-1.9
CCc1ccc(-n2c(=O)c3cccnc3n2CC(=O)NCc2ccc(F)cc2)cc1	111	0.3
COc1cc(C2CC(=O)N(Cc3cccc(F)c3)c3ccccc3S2)cc(OC)c1OC (stereo not drawn)	104	-0.3
Cc1ccc(CNC(=O)CCCn2c(=O)c3ccccc3n(Cc3ccc(Cl)cc3)c2=O)cc1	107	-0.4
CC(Sc1ncnc2ccccc12)C(=O)O (stereo not drawn)	105	1.3
Cc1ccccc1OCc1ccc(-c2nc(C#N)c(N3CCCCC3)o2)o1	112	0.9

These rows are one share of the data. The share of hits here may be higher or lower than overall.
